# From PubChem
# RGS4 inh – Inhibitors of Regulator of G Protein Signaling (RGS) 4: qHTS; Potency, µM (doses to about 114 µM), without a hit: at the top dose activity change, negative = inhibition, actives largely listed as inhibitors; Transcreener GDP fluorescence polarization, RGS4-accelerated GTP hydrolysis; hit rate 0.039% among 390,000; AID 504845, 2011; note: potency is the fitted concentration of half-maximal effect; % is set by controls: 0 for no effect and ±100 for the full control effect; nearly all actives have a fitted effect of over 75% in size; some results filed as inactive show a strong effect at the top dose
#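 MLSMR compounds (23 nl, pin-transferred) preincubated 10 min at room temperature with a 500nM (2x) first reagent, then RGS4 at 900nM (2x) plus Transcreener GDP mix added; fluorescence polarization (620/688 nm) read before and after 90 min at 30 °C.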
# GLS inh – qHTS for Inhibitors of Glutaminase (GLS); Glutaminase kidney isoform, mitochondrial (Homo sapiens), O94925; GLS enzymatic activity, qHTS titration; Potency, µM (highest dose often 45.5 µM), inactives show top-dose activity change, negative = inhibition, actives largely listed as inhibitors; hit rate 0.21% among 410,000; AID 624170, 2012; note: potency is the fitted concentration of half-maximal effect; % is set by controls: 0 for no effect and ±100 for the full control effect
#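 Read-out is an Amplex red fluorescence increase coupled through glutamate oxidase and HRP, measured before and after 30 min room-temperature incubation. hKGA is in 45 mM KH2PO4 (pH 8.2) with 0.02% Tween-20; glutamine added as 1mM solution.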
# JMJD2A Tudor inh – qHTS Assay for Inhibitors of JMJD2A-Tudor Domain. Lysine-specific demethylase 4A (Homo sapiens), O75164. AlphaScreen JMJD2A-Tudor / H3K4me3 peptide binding. Potency, µM (titrated, usually from 114 µM), for the others: at the top dose activity change, negative = inhibition, usual class: inhibitors. hit rate 4.4% among 390,000. AID 504339, 2011; note: potency is the fitted concentration of half-maximal effect; % is set by controls: 0 for no effect and ±100 for the full control effect; nearly all actives have a fitted effect of over 50% in size
# 12-LOX inh – Primary qHTS assay for inhibitors of human arachidonate 12S-lipoxygenase (ALOX12): Round 2. Potency, µM (top dose mostly 108 µM), for the others: top-dose activity change, negative = inhibition, usual class: inhibitors. purified 12hLO, xylenol orange hydroperoxide absorbance. AID 1671190, 2021. hit rate 1.1% among 580,000; note: potency is the fitted concentration of half-maximal effect; % is set by controls: 0 for no effect and ±100 for the full control effect
# Target sequence (P18054 whole entry, looked up): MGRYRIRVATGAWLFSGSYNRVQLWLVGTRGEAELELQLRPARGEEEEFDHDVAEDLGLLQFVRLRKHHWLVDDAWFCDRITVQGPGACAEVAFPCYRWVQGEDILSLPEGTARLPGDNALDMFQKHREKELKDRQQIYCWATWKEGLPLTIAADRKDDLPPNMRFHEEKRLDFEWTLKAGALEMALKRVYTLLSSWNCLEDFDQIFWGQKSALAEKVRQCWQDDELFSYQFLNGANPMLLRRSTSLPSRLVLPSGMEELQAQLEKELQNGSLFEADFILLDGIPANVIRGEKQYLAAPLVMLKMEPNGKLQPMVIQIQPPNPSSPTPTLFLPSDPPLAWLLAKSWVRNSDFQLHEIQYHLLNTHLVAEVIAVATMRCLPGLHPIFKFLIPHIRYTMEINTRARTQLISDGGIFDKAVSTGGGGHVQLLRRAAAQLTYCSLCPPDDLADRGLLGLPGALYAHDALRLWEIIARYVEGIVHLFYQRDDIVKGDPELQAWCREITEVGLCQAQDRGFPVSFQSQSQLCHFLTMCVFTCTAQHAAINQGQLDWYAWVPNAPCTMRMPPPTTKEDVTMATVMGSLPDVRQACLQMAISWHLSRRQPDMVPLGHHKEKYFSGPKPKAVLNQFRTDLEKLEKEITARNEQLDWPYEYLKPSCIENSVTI
#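 Purified human 12hLO at 150 nM in 25 mM Hepes, 0.01% Triton X-100, pH 7.0, preincubated 15 min at room temperature with compound. Reaction started with 40 uM arachidonic acid, 30 min at room temperature. Hydroperoxide measured by Fe-xylenol orange, 573/405 nm absorbance ratio.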
# G9a inh – qHTS Assay for Inhibitors of Histone Lysine Methyltransferase G9a; G9a H3K9 monomethylation, AlphaScreen, 2 h; Potency, µM (series often up to 102 µM), inactives show at the highest dose activity, negative = inhibition, hits mostly inhibitors; hit rate 8.8% among 350,000; AID 504332, 2011; note: potency is the fitted concentration of half-maximal effect; % is set by controls: 0 for no effect and ±100 for the full control effect; nearly all actives have a fitted effect of over 75% in size
# Target sequence (Q96KQ7 913-1193 limits assumed): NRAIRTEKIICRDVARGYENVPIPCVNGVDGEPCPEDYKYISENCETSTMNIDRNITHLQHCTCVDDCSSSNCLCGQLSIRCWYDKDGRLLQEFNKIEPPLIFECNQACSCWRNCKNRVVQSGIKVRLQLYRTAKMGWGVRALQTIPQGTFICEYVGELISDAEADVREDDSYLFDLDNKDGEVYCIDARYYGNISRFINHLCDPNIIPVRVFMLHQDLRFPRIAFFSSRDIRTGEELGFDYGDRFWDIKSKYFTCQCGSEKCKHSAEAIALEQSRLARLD
#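 Readings reflect AlphaScreen signal from monomethyl-H3K9 antibody detection. HMT at 20 nM; substrate b-H3K9 500 nM; cofactor SAM 20 uM; 2 h RT reaction; compounds tested as titrations in qHTS with 15 min preincubation.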
# ERG Ets-DNA blk – qHTS for Small Molecule Inhibitors of the ERG Ets/DNA interaction | AID 624246, 2012 | hit rate 0.028% among 370,000 | Potency, µM (titrated, usually from 76.9 µM), for the others: top-dose FP activity, negative = inhibition, hits mostly inhibitors | fluorescence polarization, His-ERG Ets domain / labelled DNA | Transcriptional regulator ERG (Homo sapiens), P11308; active = well fitted inhibition curve with a large enough effect in the polarisation, with a control signal flat; inconclusive = small, poorly fitted or top-dose-only effect, or effect the other way, or a change in a side signal; inactive = no such curve, though single readings can be large or run the other way; the % refers to the polarisation;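 note: polarization taken with two DNA probes labelled with fluorescein and Texas red; potency is the fitted concentration of half-maximal effect; % of control where 0% means no effect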
#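 His-tagged ERG Ets domain (1 uM in the protein solution; 300mM KCl, 50mM Tris-HCl, 1mM EDTA, 1mM DTT, pH 7.5) received compound, then a probe mix of 5 nM fluorescein-DNA and 100nM Texas-615-DNA. Fluorescence polarization was read for both dyes.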
# BAZ2B inh – qHTS Assay for Inhibitors of BAZ2B. Bromodomain adjacent to zinc finger domain protein 2B (Homo sapiens), Q9UIF8. AlphaScreen BAZ2B-H3K14Ac peptide displacement. Potency, µM (top dose mostly 114 µM), for the others: at the highest dose activity change, negative = inhibition, usual class: inhibitors. hit rate 4.4% among 360,000. AID 504333, 2011; note: potency is the fitted concentration of half-maximal effect; % is set by controls: 0 for no effect and ±100 for the full control effect; nearly all actives have a fitted effect of over 60% in size
#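 BAZ2B (50 nM) with biotin-H3(5-23)K14Ac peptide (50 nM) in PBS pH 7.4, 0.01% Tween-20, preformed 30 min, then compound 30 min at room temperature; top concentration 110uM. AlphaScreen streptavidin donor/nickel chelate acceptor beads (10 ug/mL final), 20 min dark, signal read.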
# HP1b binding inh – HTS for Inhibitors of HP1-beta Chromodomain Interactions with Methylated Histone Tails; AlphaScreen HP1-beta / biotin-H3K9me3 peptide binding; Potency, µM (highest dose often 114 µM), for inactives: at the highest dose activity change, negative = inhibition, usual class: inhibitors; hit rate 0.56% among 390,000; note: potency is the fitted concentration of half-maximal effect; nearly all actives have a fitted effect of over 70% in size; inactives centre near 23
# Target sequence (P83916 whole entry, looked up): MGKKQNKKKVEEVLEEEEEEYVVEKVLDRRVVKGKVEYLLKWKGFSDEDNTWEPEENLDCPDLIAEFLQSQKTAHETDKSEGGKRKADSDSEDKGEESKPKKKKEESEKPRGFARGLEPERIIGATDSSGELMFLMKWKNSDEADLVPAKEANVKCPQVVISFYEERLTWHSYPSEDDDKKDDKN
#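 Compound inhibition of the preformed complex between 50 nM HP1-beta and 50 nM biotinylated H3K9me3 peptide was read by AlphaScreen. Buffer was PBS pH 7.4 with 0.01% Tween-20. Incubations ran 30 min at room temperature, with 10 ug/mL donor/acceptor beads.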
# PI4K2A inh – qHTS for small molecular inhibitors of PI4K2A; Phosphatidylinositol 4-kinase type 2-alpha (Homo sapiens), Q9BTU6; activity change, negative = inhibition, % at 76.9 µM; hit rate 0.13% among 420,000; purified PI4K2A, ADP-Glo luminescence, 1 h; active compounds read low; in the data active = activity change below about -50%; inconclusive = mostly about -30% to -49%;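 note: -100% = wells without enzyme as full effect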
#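 In this quantitative HTS, ADP production by PI4K2A was quantified luminescently after 1 h at ambient temperature; 100 microM adenosine served as plate-quality control.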
# Numbers without * were called inactive; ? = inconclusive; . = not tested or not shown; ! = repeats disagree; [ ] = dose if it differs, or a comment. Unless noted, calls come from the whole dose curve; as a rule, active = well fitted curve in the direction sought with a large enough effect; inconclusive = small, poorly fitted or top-dose-only effect, or another doubt; inactive = no such curve, though single readings can be large; an effect the other way counts as inactive or inconclusive. An excerpt; rates above refer to the full screens.
canonical_smiles	RGS4 inh	GLS inh	JMJD2A Tudor inh	12-LOX inh	G9a inh	ERG Ets-DNA blk	BAZ2B inh	HP1b binding inh	PI4K2A inh
COc1cccc(-c2cc(C(F)(F)F)nc(-n3cc(C)cn3)n2)c1	14%	8%	12%	-14%	0%	0%	.	111%[activator]	2
CC(=O)Nc1ccc(SCC(=O)O)cc1	8%	0%	-7%	-1%	-26%	-2%	-25%	43%[activator]	0
CC(=O)NC12CC3CC(C1)CC(C(=O)N1CCN(C(=O)c4ccco4)CC1)(C3)C2	10%	-7%	-5%	3%	25%[59 µM]	-1%	-2%	34%	1
CCCCOc1cccc(C(=O)Nc2ccc(NC(=O)c3cccs3)cc2)c1	14%	-12%	-6%	6%	1%	0%	3%	30%	-1
CN1CCN(C(=O)c2ccccc2NC(=O)Cc2ccccc2)CC1	20%	-1%	6%	13%	3%	-29%	1%	20%	-12
OCCCCNCc1cc(Br)ccc1OCc1ccccc1	-8%[56.9 µM]	0%	-16%	-9%	-33%	-7%	-18%	70%[activator]	-3
COc1cc(C(=O)Nc2nnc(CC(=O)N3CCOCC3)s2)cc(OC)c1OC	28%	9%	-12%	-2%	8%[12.7 µM]	2%	-5%	20%	4
COc1cc(/C=C(\CCC(=O)O)c2nc3ccccc3s2)ccc1OCC(=O)Nc1c(Cl)cccc1Cl	?	10µM*	?	3%	.	-1%	.	25%	1
Cn1c(=O)cc(SCC(=O)NCCC2=CCCCC2)c2ccccc21	-7%	4%	-7%	?	13%[59 µM]	0%	-4%	35%	4
CCS(=O)(=O)n1nc(-c2ccc(OC)cc2)nc1SC	-9%	2%	19%	0%	-3%[12.7 µM]	8%	-4%	44%[activator]	8
CC(C)NOC(=O)c1ccc(Cl)cc1	0%[11.4 µM]	19%	-20%	-2%	-5%	3%	-10%	5%	-1
C#CCONC(=O)c1cc(OCC(F)(F)F)ccc1OCC(F)(F)F	-12%	1%	-2%	0%	62%[activator][59 µM]	0%	-2%	19%	0
Cc1ccccc1-c1nsc(SCC(=O)c2ccc(Cl)cc2)n1	13%	-4%	100%[activator]	-28%	61%[activator]	-1%	33%	219%[activator]	-1
Cc1ccc(NC(=O)CN(C)CC(=O)Nc2ccccc2C(=O)Nc2ccccc2)cc1	-13%	-5%	8%	3%	3%	-2%	.	21%	6
CC(C)C(=O)NC(c1ccc(N(C)C)cc1)c1c(O)ccc2ccccc12 (stereo unspecified)	-27%	32%[activator]	-23%	18%	2.2µM*	-1%	-26%	60%[activator]	-26
CC(C)CN(C(=O)COC(=O)c1cc2c(s1)CCC2)C1CCS(=O)(=O)C1 (stereo unspecified)	-34%	?	?	0%	-34%[59 µM]	0%	56µM*	-12%	-26
CCCC(C)C(=O)N(Cc1ccccc1)c1ccccn1 (stereo unspecified)	-22%	-5%	-9%	18%	-46%[59 µM]	.	1%	37%	-2
CC(=O)N(c1ccccc1)c1nc2ccccc2s1	-11%	-2%	-2%	-1%	.	-1%	.	22%[57 µM]	-2
COc1ccc(C2C3=C(CC(c4ccco4)CC3=O)Nc3ccccc3N2C(C)=O)cc1 (stereo unspecified)	20%	1%	-20%	-17%	11%	0%	6%	-4%	3
CCOCCCNC(=O)COC(=O)/C=C/c1ccc(S(=O)(=O)N2CCc3ccccc32)cc1	4%	-7%	-23%	?	-44%	-2%	-31%	-3%	-4
CCN(CC(=O)NCc1ccc(F)cc1)C(=O)c1cccnc1SC	36%	0%	-7%	12%	14%	-3%	0%	1%	-11
Cc1c(/C=N\NC(=O)c2ccc(F)cc2)cnn1C	-12%	5%	-5%	29%	-8%	.	3%	12%	-3
OCCC1CN(Cc2cccc(-c3ccco3)c2)CCN1Cc1ccsc1 (stereo unspecified)	11%	1%	?	-12%	?	6%	?	2%	0
N#Cc1c(C(F)(F)F)cc(=O)[nH]c1SCC(=O)O	2%	35%[activator]	-11%	-9%	?	-15%	.	12%[57 µM]	1
Cc1ccc(OCCOC(=O)Nc2ccccc2)cc1	4%	8%	5%	-15%	27%[59 µM]	-2%	11%	17%	-6
CC(C)(C)N1C(=O)c2ccc(C(=O)O)cc2C1=O	5%	7%	-5%	0%	55%[activator][59 µM]	-5%	1%	27%	5
O=C(N/N=C/c1ccccc1Br)C1CC1	7%	6%	-10%	-3%	8%	-2%	.	18%	1
O=C(CSc1n[nH]c(=O)[nH]c1=O)N/N=C/c1ccccc1O	-27%	22%	-17%	15%	15%[59 µM]	-3%	2%	19%	1
O=C(COc1ccc(-c2ccccc2)cc1)NNC(=O)Nc1ccc(F)cc1F	-8%	8%	-6%	-14%	-10%	-11%	-11%	21%	-7
Cc1cc(C)c2nc(N3CCC(C(=O)NCCN4CCOCC4)CC3)sc2c1	-10%[11.4 µM]	-7%	-15%	-10%	-10%	11%	-26%	14%	-26
O=C(NCCCn1ccnc1)Nc1ccc(Cl)cc1	4%	-1%	-22%	13%	1%	5%	-35%	2%	-1
CC1(c2ccccc2)NC(=O)N(NC(=O)COC(=O)c2cc(Br)ccc2O)C1=O (stereo unspecified)	-16%	-13%	-3%	?	-37%	4%	8%	39%[activator]	1
COc1ccc(OC)c(/C=N/NC(=O)c2ccc(Cn3cc([N+](=O)[O-])cn3)o2)c1	-13%	4%	-20%	14%	10%[59 µM]	2%	6%	1%	-7
COc1ccc(NC(=O)C2CC(=O)N(c3ccccc3C)C2)c(OC)c1 (stereo unspecified)	16%	0%	-2%	17%	11%	-10%	-19%	17%	-5
Cc1ccc(S(=O)(=O)NNC(=O)c2snnc2C)cc1	4%	8%	79µM*	?	10µM*	-1%	2%	9%	-6
CSc1ccc(/C=N/N(C)S(=O)(=O)c2ccc(C)cc2)cc1	-12%	-7%	-3%	10%	18%	-4%	-13%	23%	-5
COc1cccc(C(=O)C2CCCN(C(=O)CCc3scnc3C)C2)c1 (stereo unspecified)	9%	10%	-18%	9%	.	1%	7%	23%	-12
CCOC(=O)c1c(C)[nH]c(C)c1C(=O)COC(=O)/C=C/c1ccc(OC)cc1	8%	0%	-23%	-26%	?	28%	-35%	-10%	-2
Cc1ccc2nc(SCC(=O)c3ccc(Cl)cc3)nc(=O)n2c1	-16%	0%	-11%	3%	?	-13%	8%	37%	-3
CCN(CC)C(=O)c1ccc(C(=O)Nc2ccc(F)cc2)cc1	-17%	8%	-11%	2%	8%[12.7 µM]	-14%	7%	42%[activator]	-6
COc1ccccc1C(=O)CC1(O)C(=O)N(CC(N)=O)c2ccccc21 (stereo unspecified)	6%	4%	1%	-1%	20%[59 µM]	0%	-1%	36%	2
CC(C)COC(=O)Nc1nnc(SCc2ccccc2F)s1	24%	3%	-16%	2%	-7%[59 µM]	-5%	-6%	23%	0
CCN1CCN(C(=O)c2cc3c(=O)n(C)c4ccccc4c3n2C)CC1	-4%	-2%	-3%	116%[activator]	?	8%	6%	57%[activator]	7
CCN(c1ccc(OC)cc1)S(=O)(=O)N1CCCC(C(=O)NCc2ccccc2Br)C1 (stereo unspecified)	10%[11.4 µM]	7%	-21%	14%	23%	1%	-3%	57%[activator]	3
CCOc1ccc(NC(=O)CSc2nccn2-c2cccc(C)c2C)cc1	-34%	-3%	?	-3%	-47%[59 µM]	0%	?	9%[57 µM]	-2
COc1ccc(C)cc1NC(=O)C1COc2ccccc2C1 (stereo unspecified)	1%	-10%	8.9µM*	-21%	-5%[59 µM]	-1%	5%	25%[57 µM]	-4
COc1cc(NS(=O)(=O)c2cccs2)cc(OC)c1	-4%	8%	-5%	-18%	14%[59 µM]	2%	2%	43%[activator]	-1
CCc1ccc(NC(=O)c2sc3nc4n(c(=O)c3c2C)CCC4)cc1	-35%	3%	-16%	6%	80%[activator]	6%	-17%	21%[57 µM]	-1
O=C(COC(=O)c1ccco1)Nc1ccc2[nH]c(=O)[nH]c2c1	-2%	2%	-19%	-26%	12%[2.33 µM]	6%	-6%	32%	-1
CCSc1oc(-c2ccc(F)cc2)nc1S(=O)(=O)c1ccc(C)cc1	15%	-5%	8%	40µM*!	18µM*	-1%	3%	78%[activator]	-4
CCOC(=O)C1CCN(CC(=O)N2C(C)CCCC2C)CC1 (stereo unspecified)	15%	-6%	5µM*	?	8.9µM*	-7%	50µM*	45µM*	7

# Reformatted as labelled records: part of the list above.
SMILES: COc1ccccc1C(=O)CC1(O)C(=O)N(CC(N)=O)c2ccccc21 (stereo unspecified)
  RGS4 inh: 6% | GLS inh: 4% | JMJD2A Tudor inh: 1% | 12-LOX inh: -1% | G9a inh: 20%[59 µM] | ERG Ets-DNA blk: 0% | BAZ2B inh: -1% | HP1b binding inh: 36% | PI4K2A inh: 2
SMILES: CCN(CC)C(=O)c1ccc(C(=O)Nc2ccc(F)cc2)cc1
  RGS4 inh: -17% | GLS inh: 8% | JMJD2A Tudor inh: -11% | 12-LOX inh: 2% | G9a inh: 8%[12.7 µM] | ERG Ets-DNA blk: -14% | BAZ2B inh: 7% | HP1b binding inh: 42%[activator] | PI4K2A inh: -6
